Screening data from PubChem.
TNAP activators: stimulation of alkaline phosphatase TNAP activity – biochemical, luminescent, no phosphate acceptor, uHTS, primary screen (AID 1001); one-dose activation fold at 20 µM; EC50 in µM for titrated hits; purified TNAP, luminescent activation assay, no phosphate acceptor; higher activation fold means a stronger effect; 200,000 tested, 0.03% active; in the data active means activation fold from about 3, or a potency from the dose series; inactive means the rest, 99 in 100 with activation fold below about 1.6; further: many of its hits are not listed in these tables
CSM14.1 death rescue: rescue of cells from ER stress-induced death, primary screen, 384-well, CSM14.1, thapsigargin, ATP luminescence (AID 1222). CSM14.1 thapsigargin-induced death rescue, ATP luminescence; higher % means a stronger effect. one-dose cellular ATP content (survival), % at 20 µM; EC50 in µM for titrated hits. 190,000 tested, under 10 active;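 active means EC50 below 50 µM in the dose-response confirmation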;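 further: death triggered by thapsigargin at about 15 µM added after 2 h compound pretreatment; cell ATP read after overnight thapsigargin exposure of roughly 18 to 22 hours; normalized against plate controls of thapsigargin alone and 5% DMSO vehicle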
West Nile virus CPE: West Nile virus antiviral activity, cell-based, CPE readout (AID 1621) | West Nile virus-infected cells, CPE inhibition; higher % means a stronger effect | CPE inhibition, % at 10 µM; hits with a dose series show IC50 in µM | 290,000 tested, 0.02% active; in the data active means a potency from the dose series; inconclusive means CPE inhibition mostly from about 3.7% at the one dose, without a potency; inactive means the rest, 99 in 100 with CPE inhibition below about 2.2%; further: strong numbers were not always called active
Insulin prom up: MIN6 insulin promoter up-regulation | AID 1625 | z-score at 5 µM | 190,000 tested, 0.3% active | MIN6 insulin promoter-GFP reporter, high-content imaging; active compounds read high;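 active means z-score above 3 at 5 µM with at least 500 cells counted in the well; inconclusive means wells under 500 cells, flagged as cytotoxic or low count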
human PMI inhibition: inhibitors of human PMI, primary screen, biochemical, fluorescence intensity, coupled assay (AID 1209). inhibition, % at 20 µM, or IC50 in µM where a hit was titrated. 190,000 tested, 0.42% active. purified PMI enzyme, coupled fluorescence intensity; higher % means a stronger effect;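 further: plate controls were DMSO vehicle for no effect and wells lacking substrate for full effect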
SV40 large T antigen: TAg ATPase/helicase activity blockers – biochemical (AID 1903). SV40 large T antigen ATPase/helicase inhibition assay; higher % means a stronger effect. one-dose inhibition, % at 20 µM; IC50 in µM for titrated hits. 310,000 tested, 0.39% active; in the data active means a potency from the dose series; inconclusive means inhibition mostly from about 32% at the one dose, without a potency; inactive means the rest, 99 in 100 with inhibition below about 32%; further: strong numbers were not always called active
Salmonella PhoP GFP: inhibitors of PhoP regulon expression, primary screen, Salmonella Typhimurium, GFP reporter (AID 1863) | 300,000 tested, 0.16% active | S. Typhimurium PhoP-regulated promoter GFP reporter, 4 h; higher % means a stronger effect | inhibition, % at 50 µM; hits with a dose series show IC50 in µM;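 active means inhibition over 29.93%, a cutoff 3 SD above the screen mean, later confirmed by dose response; inconclusive means inhibition over 29.93% but no dose response follow-up; inactive means inhibition at most 29.93% or unconfirmed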;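 further: 0% = low Mg2+ inducing control and 100% = high Mg2+ repressing control; strong numbers were not always called active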
RSV CPE inhibition: RSV antiviral activity via CPE protection, HEp-2 cells, primary 10 µM value included (AID 2391) | HEp-2 cells, RSV-induced CPE inhibition; higher % means a stronger effect | CPE inhibition, % at 10 µM, or IC50 in µM where a hit was titrated | 310,000 tested, 0.13% active; in the data active means a potency from the dose series; inconclusive means CPE inhibition mostly from about 23% at the one dose, without a potency; inactive means the rest, 99 in 100 with CPE inhibition below about 21%; further: strong numbers were not always called active
PMI inhibition: human PMI inhibitors, high substrate, primary screen, biochemical, fluorescence intensity, high mannose 6-phosphate (AID 1220); inhibition, % at 20 µM, or IC50 in µM where a hit was titrated; 190,000 tested, 0.66% active; recombinant PMI enzyme, coupled fluorescence intensity; higher % means a stronger effect
Insulin prom up cell count: second read-out of Insulin prom up, no call of its own (marks repeat the call); cell count; measured here: cytotoxicity, nuclei count;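 total cells summed across four imaged fields per well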
Active calls of the source: *; ? = inconclusive; . = not tested or not shown. Unless noted, no stated cut-off is given here; in the data, active means inhibition above about 50%; inactive means the rest.

nr | smiles | TNAP activators | CSM14.1 death rescue | West Nile virus CPE | Insulin prom up | Insulin prom up cell count
1 | COc1cccc(-n2cnc3c(sc4nc(N5CCOCC5)c5c(c43)CCCC5)c2=O)c1 | 1 | . | -0.3% | -0.9 | 1178
2 | Cc1ccc(-n2c(=O)c3ccccc3n(CC(=O)NCc3ccco3)c2=O)cc1 | 1.2 | -3.2% | 0.3% | -0.95 | 1347
3 | Cc1oc2cc(O)ccc2c(=O)c1Oc1ccccc1Br | 1.1 | -1.1% | 0.2% | -0.43 | 1939
4 | Cc1ccc(C(c2nnnn2CS(=O)(=O)c2ccc(C)cc2)N2CCCC2)cc1 (stereo not given) | 1.1 | 1.6% | -0.7% | -0.46 | 1379
5 | CCOC(=O)C1Nc2ccc(C(F)(F)F)cc2C2C=CCC12 (stereo not given) | . | . | -0.5% | . | .
6 | COc1cccc(N2CCN(C(=O)CCCCCn3c(=S)[nH]c4cc5c(cc4c3=O)OCO5)CC2)c1 | . | . | -0.5% | . | .
7 | CC(=O)C1=C(C)NC(=O)NC1/C=C/c1ccccc1 (stereo not given) | 1 | -0.6% | -0.3% | 1.2 | 1241
8 | Cc1c(NC(=O)c2ccc(CN3CCc4ccccc4C3)cc2)c(=O)n(-c2ccccc2)n1C | 1 | 1.0% | -0.6% | 0.27 | 1764
9 | CCn1c(SCC(=O)Nc2ccccc2C(=O)OC)nnc1-c1ccoc1C | 1.1 | -1.2% | -0.3% | 0.16 | 1321
10 | COc1cccc(CNC(=O)CCC2CCCN(C(=O)Cc3ccccc3F)C2)c1 (stereo not given) | 1.1 | -0.3% | 0.1% | 0.9 | 1348
11 | COc1ccccc1CN1CC(C(=O)NCc2ccc(N3CCCC3=O)cc2)CCC1=O (stereo not given) | . | . | -0.1% | . | .
12 | Cc1ccc(C(c2c(O)nc3n(c2=O)CCS3)c2c(O)nc3n(c2=O)CCS3)cc1 | 1.1 | 1.2% | 0.3% | 0.05 | 1423
13 | Cc1cc(C(=O)Nc2ccc(Cl)cc2)n(-c2ccccc2)n1 | . | . | -1.1% | . | .
14 | CN(C)c1cccc(C(=O)NCCCSc2ccccc2)c1 | . | . | -1.1% | . | .
15 | Cc1sc2ncnc(NCC(O)c3ccc([N+](=O)[O-])cc3)c2c1C (stereo not given) | . | . | -0.9% | . | .

nr | human PMI inhibition | SV40 large T antigen | Salmonella PhoP GFP | RSV CPE inhibition | PMI inhibition
1 | 7% | 6% | 9% | 4.5% | 4%
2 | -9% | 14% | -5% | 0.8% | -6%
3 | 15% | 5% | 3% | 11% | 19%
4 | -7% | 10% | -8% | 0.2% | -10%
5 | . | 25% | 7% | 1.5% | .
6 | . | 14% | -3% | -0.7% | .
7 | -21% | 9% | 2% | 4.2% | -10%
8 | -1% | 11% | -1% | 14% | -1%
9 | 2% | 13% | -5% | 1.2% | 5%
10 | -2% | -2% | 3% | 0.9% | -8%
11 | . | 0% | -1% | 1.2% | .
12 | -1% | 23% | 6% | 0.5% | -5%
13 | . | 6% | 0% | 2.0% | .
14 | . | 9% | 4% | 2.7% | .
15 | . | 10% | 0% | 1.2% | .

Other compounds:
nr | smiles | TNAP activators | CSM14.1 death rescue | West Nile virus CPE | Insulin prom up | Insulin prom up cell count
16 | Cc1ccc(NS(=O)(=O)c2ccc(C)c(NC(=O)COc3ccc4ccccc4c3)c2)c(C)c1 | 1.1 | -1.0% | -0.6% | -0.15 | 1434
17 | CCCn1c(CNc2ccc(Br)cc2)nc2ccccc21 | 1.1 | 1.6% | -0.4% | -0.26 | 979
18 | Cc1ccc(-c2[nH]c(-c3ccc(Cl)cc3)nc2SCC(=O)NCC2CCCO2)cc1 (stereo not given) | 1.3 | 1.9% | 0.1% | -1.2 | 816
19 | C[n+]1ccccc1/C=C/c1ccc(C#N)cc1 | . | . | -0.7% | . | .
20 | CCn1c(SC(C)C(=O)OC)nnc1-c1c[nH]c2ccccc12 (stereo not given) | 1.2 | -0.3% | -0.2% | -0.47 | 902
21 | COc1ccc(OC)c(S(=O)(=O)NCCc2ccccc2)c1 | 1.1 | 6.2% | -0.5% | -0.5 | 1005
22 | CCN(CC)CCNC(=O)c1cn(C)c2ccc(S(=O)(=O)N(C)C3CCCCC3)cc2c1=O | 0.9 | -0.9% | -0.2% | -1.3 | 819
23 | COc1ccc(CN(C(=O)Cn2nnc3ccccc32)C(C(=O)NC(C)(C)C)c2ccco2)cc1 (stereo not given) | 1.2 | -2.1% | -0.2% | -0.49 | 1246
24 | O=C(CC(=O)Nc1cccc(Cl)c1Cl)Nc1cccc(Cl)c1Cl | . | . | -0.2% | . | .
25 | O=C(N=Nc1c(O)[nH]c2ccccc12)c1cc(-c2ccc(F)cc2)n[nH]1 | 1.1 | 0.8% | 0.6% | -0.17 | 1543
26 | CCCCNC(=O)c1cccnc1SCC(=O)Nc1ccccc1OC | 1 | -3.7% | 0.8% | -0.03 | 1611
27 | O=C(CCN1C(=O)C2CCCCC2C1=O)Nc1ccc(F)c(F)c1F (stereo not given) | 1.1 | 0.5% | 0.9% | 1.2 | 955
28 | O=c1c2ccccc2c(C=NCCCN2CCOCC2)c(O)n1Cc1ccccc1 | 1 | 0.3% | -1.0% | -2 | 965
29 | C=CCc1cccc2cc(C(=O)NC3=C(C#N)CCC3)c(=O)oc12 | 1 | -1.0% | -0.2% | -0.35 | 1790
30 | Cc1cccc(NS(=O)(=O)c2cccc(C(=O)NCC(C)(C)N3CCOCC3)c2)c1 | . | . | -0.4% | . | .

nr | human PMI inhibition | SV40 large T antigen | Salmonella PhoP GFP | RSV CPE inhibition | PMI inhibition
16 | -14% | -2% | 4% | 18% | 15%
17 | 22% | 9% | 3% | 2.9% | 24%
18 | -2% | 12% | 30% | 1.4% | 0%
19 | . | 9% | 0% | 0.1% | .
20 | -5% | 9% | 6% | 1.1% | 1%
21 | 6% | 8% | 11% | 0.5% | -2%
22 | -6% | 3% | 11% | -0.8% | 9%
23 | -6% | 10% | 7% | -0.8% | 1%
24 | . | 4% | 8% | 7.1% | .
25 | -1% | 8% | 2% | 1.2% | -10%
26 | 2% | -3% | -8% | 11% | 0%
27 | 5% | -2% | 8% | 1.6% | 8%
28 | 1% | 17% | -7% | 0.3% | 14%
29 | 1% | -8% | 23% | -1.4% | 5%
30 | . | -1% | -10% | 1.6% | .

Of the compounds above, these have a Cl atom:
nr | smiles | TNAP activators | CSM14.1 death rescue | West Nile virus CPE | Insulin prom up | Insulin prom up cell count
13 | Cc1cc(C(=O)Nc2ccc(Cl)cc2)n(-c2ccccc2)n1 | . | . | -1.1% | . | .
18 | Cc1ccc(-c2[nH]c(-c3ccc(Cl)cc3)nc2SCC(=O)NCC2CCCO2)cc1 (stereo not given) | 1.3 | 1.9% | 0.1% | -1.2 | 816
24 | O=C(CC(=O)Nc1cccc(Cl)c1Cl)Nc1cccc(Cl)c1Cl | . | . | -0.2% | . | .

nr | human PMI inhibition | SV40 large T antigen | Salmonella PhoP GFP | RSV CPE inhibition | PMI inhibition
13 | . | 6% | 0% | 2.0% | .
18 | -2% | 12% | 30% | 1.4% | 0%
24 | . | 4% | 8% | 7.1% | .

The main list resumes; the 2 compounds before the break are reprinted first.
nr | smiles | TNAP activators | CSM14.1 death rescue | West Nile virus CPE | Insulin prom up | Insulin prom up cell count
29 | C=CCc1cccc2cc(C(=O)NC3=C(C#N)CCC3)c(=O)oc12 | 1 | -1.0% | -0.2% | -0.35 | 1790
30 | Cc1cccc(NS(=O)(=O)c2cccc(C(=O)NCC(C)(C)N3CCOCC3)c2)c1 | . | . | -0.4% | . | .
31 | O=C1N/C(=N\N=C\c2ccco2)SC1Cc1ccccc1[N+](=O)[O-] (stereo not given) | . | . | 1.0% | -0.13 | 942
32 | Cn1c(=O)n(CCOc2ccc(Cl)cc2Cl)c2ccccc21 | 1.1 | -0.4% | -0.3% | 0.56 | 941
33 | Cc1ccc(Oc2ccc(/C=N/O)cn2)cc1 | 1.1 | -0.6% | 0.3% | . | .
34 | Cc1ccnc(NC(=O)c2ccc3[nH]c(=O)c(=O)[nH]c3c2)c1 | . | . | 0.3% | . | .
35 | COc1ccc(N2C(=O)C3CCCN3C2c2cc(OC)c(OC)c(OC)c2)cc1 (stereo not given) | 1.1 | 0.3% | -0.3% | 1.6 | 832
36 | COc1ccc2c(c1)c(CCNNC(=O)C(C)(C)C)c(C)n2C(=O)c1ccc(Cl)cc1 | . | . | -1.4% | . | .
37 | O=C(COC(=O)c1cccc([N+](=O)[O-])c1)c1ccc(OCc2ccccc2)cc1 | 1 | -2.1% | 0.3% | . | .
38 | CC(=O)NCCNC(=O)c1cc(-c2cccc3ccccc23)nc2ccccc12 | . | . | -0.3% | . | .
39 | COCCSc1ccccc1C(=O)Nc1cc([N+](=O)[O-])ccc1OC | 1.1 | -0.9% | -0.5% | -0.43 | 1418
40 | COc1ccc(NC(=O)COc2ccccc2)cc1Cl | . | . | 0.0% | . | .
41 | COc1cccc(/C(O)=C/c2nc3ccc(C(=O)NCCc4ccc(Cl)cc4)cc3[nH]c2=O)c1 | 0.9 | 0.6% | -0.2% | 0.95 | 1244
42 | COc1ccccc1C(=O)NCC(=O)N=Nc1c(O)n(C(C)C)c2ccccc12 | . | . | -0.4% | . | .
43 | CCOC(=O)Nc1ccc(C(N)=O)cc1 | 1 | -2.2% | 0.7% | -0.13 | 1461
44 | O=C(CN1C(=O)CC(c2ccccc2)S(=O)(=O)c2ccccc21)N1CCCCC1 (stereo not given) | 1 | -1.3% | 0.0% | 0.95 | 1270
45 | O=[N+]([O-])c1cc(S(=O)(=O)Nc2ccccc2)ccc1N1CCN(c2ccccc2)CC1 | 1 | -0.5% | ? | 0.43 | 1459
46 | COc1ccc(OC)c(S(=O)(=O)NC2CC2)c1 | . | . | -0.3% | . | .
47 | O=C(O)c1ccc(-n2nnc3ccccc32)c([N+](=O)[O-])c1 | . | . | -0.3% | . | .
48 | O=C(O)c1ccccc1Nc1ccccc1C(=O)O | 1 | 0.8% | 0.5% | . | .

nr | human PMI inhibition | SV40 large T antigen | Salmonella PhoP GFP | RSV CPE inhibition | PMI inhibition
29 | 1% | -8% | 23% | -1.4% | 5%
30 | . | -1% | -10% | 1.6% | .
31 | . | 25% | -3% | 0.4% | .
32 | 9% | 24% | -4% | -0.3% | 6%
33 | 1% | 8% | 14% | 1.2% | -2%
34 | . | 10% | -11% | 0.3% | .
35 | 13% | 6% | -5% | 6.5% | 25%
36 | . | 14% | 6% | -2.2% | .
37 | 14% | -17% | 19% | 6.8% | 4%
38 | . | 13% | -5% | 2.1% | .
39 | 0% | 0% | 5% | 2.7% | -3%
40 | . | 6% | 4% | 4.7% | .
41 | 5% | 7% | -18% | . | 4%
42 | . | 3% | -6% | 1.7% | .
43 | -5% | 10% | 17% | 0.1% | -9%
44 | -7% | 3% | -9% | 2.4% | -7%
45 | 16% | 2% | 9% | -0.3% | 16%
46 | . | 0% | 3% | 4.0% | .
47 | . | 5% | 1% | 2.2% | .
48 | -2% | 4% | -1% | 0.7% | 2%
